# Source: PubChem BioAssay (several laboratories)
# PKA-R1A act: activators of PKA-R1A complex; actives 0.083% (n = 340,000); PKA-R1A dissociation, Cy5-IP20 fluorescence polarization; scaled: DMSO 0%, 113 µM cGMP 100%; activation, % at 11.4 µM; P00514+P68181;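 active means percent activation above the mean of all tested compounds plus 3 SD, cut at about 19% in these data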;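 further: higher means more PKAc released from R1A so a rise in polarization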
# DAGLB inh: diacylglycerol lipase beta (human) inhibition | HEK293T DAGLB membrane lysate, EnzChek fluorogenic substrate | inhibition, % at 5.17 µM | actives 0.059% (n = 340,000) | AID 504411; in the data active means inhibition above about 34%;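 further: 0% = enzyme with vehicle and 100% = wells lacking enzyme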
# HTR5A ag: HTR5A agonism, opioid heterodimer counter-screen; HTR5A agonist assay, luminescence, cell-based; P47898; AID 504692; actives 0.61% (n = 340,000); activation, % at 9.3 µM; in the data active means activation mostly above about 9.5%, no sharp cut-off; inactive means mostly below about 7.6%;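 further: 0% = cells with vehicle only and 100% = reference agonist; strong numbers were not always called active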
# phage Ecoli inh: E. coli growth loss with phage present | actives 0.26% (n = 360,000) | AID 651602 | growth absorbance | inhibition, % at 11.9 µM; in the data active means inhibition above about 11%
# Ecoli viability: bacterial growth inhibition, counter-screen for AddAB inhibitors; actives 0.27% (n = 330,000); E. coli V3065 growth, OD600 absorbance, 18 h; inhibition, % at 11.9 µM;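 active means inhibition above the campaign's mean inhibition across all tested compounds plus 3 SD, cut at about 9.9% in these data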;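 further: uninfected addAB+ strain grown without phage in ampicillin broth; 0% = DMSO wells and 100% = ciprofloxacin 0.95 µg/ml wells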
# Mot1-301 SUMO: blocks SUMOylation pathway, rescuing yeast Mot1-301 growth; AID 2716; S. cerevisiae Mot1-301 growth rescue, ATP luminescence, 38.5C; percent above DMSO median, 100 means doubled; actives 1% (n = 320,000); growth rescue, % at 18.8 µM;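 active means every valid replicate shows activation above 250% relative to neutral control wells; inactive means the rest, any valid replicate at or below 250%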;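 further: OY570 slx delta 5 strain wells were the positive control but not used for scaling; some compounds called inactive have numbers as strong as hits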
# HTR5A inv ctr: HTR5A inverse agonism, opioid heterodimer counter-screen; HTR5A cell line, luminescence; inhibition, % at 9.3 µM; P47898; actives 0.083% (n = 340,000); in the data active means inhibition mostly above about 23%, no sharp cut-off; inactive means mostly below about 18%;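 further: 0% = cells with DMSO and 100% = no-cell wells with DMSO; some compounds called inactive have numbers as strong as hits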
# PKA-R2B activ: activates the human PKA-R2B holoenzyme complex | activation, % at 11.4 µM | actives 0.079% (n = 340,000) | PKA-R2B holoenzyme dissociation, Cy5-IP20 fluorescence polarization; R2B truncated from residue 108, S112A mutant; 0% DMSO only, 100% 113 µM cGMP | AID 504700;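 active means activation above a cutoff set at the mean over all compounds plus 3 SD, cut at about 18% in these data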;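 further: higher means more holoenzyme dissociation and a rise in polarization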
# Target sequence (P31323 whole entry, looked up, other chains not shown, the tested form may be a part): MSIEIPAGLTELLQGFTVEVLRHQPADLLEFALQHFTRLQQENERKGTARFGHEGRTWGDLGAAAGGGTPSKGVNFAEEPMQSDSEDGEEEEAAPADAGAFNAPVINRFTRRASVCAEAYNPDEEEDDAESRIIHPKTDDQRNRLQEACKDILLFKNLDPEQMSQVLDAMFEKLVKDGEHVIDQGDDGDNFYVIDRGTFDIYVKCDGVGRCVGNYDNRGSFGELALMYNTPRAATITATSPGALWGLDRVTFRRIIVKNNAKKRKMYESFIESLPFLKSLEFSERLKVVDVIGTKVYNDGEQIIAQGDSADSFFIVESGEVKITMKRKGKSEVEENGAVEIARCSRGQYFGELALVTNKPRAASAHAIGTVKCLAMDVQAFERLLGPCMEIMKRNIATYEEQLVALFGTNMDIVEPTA
# CDK5 inh: CDK5/p35 (human) kinase inhibition | Recombinant CDK5/p35, ADP-Glo luminescence, 60 min | actives 0.01% (n = 330,000) | Q00535+Q15078 | inhibition, % at 10 µM;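 active means highest replicate inhibition of at least 50% and at least 75% of replicates reaching 50%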;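 further: plate controls were DMSO neutral control for no effect and GW8510 at 10 µM for full effect; many of its hits are not listed in these tables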
# Target sequence (Q00535 whole entry, looked up): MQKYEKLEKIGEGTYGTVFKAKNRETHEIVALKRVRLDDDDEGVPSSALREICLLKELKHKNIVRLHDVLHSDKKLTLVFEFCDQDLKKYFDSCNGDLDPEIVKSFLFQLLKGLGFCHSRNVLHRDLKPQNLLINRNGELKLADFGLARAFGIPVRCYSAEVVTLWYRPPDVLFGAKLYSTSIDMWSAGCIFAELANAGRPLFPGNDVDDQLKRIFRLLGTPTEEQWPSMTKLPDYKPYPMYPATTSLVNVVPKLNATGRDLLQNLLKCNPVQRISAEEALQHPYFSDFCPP
# Target sequence (Q15078 whole entry, looked up): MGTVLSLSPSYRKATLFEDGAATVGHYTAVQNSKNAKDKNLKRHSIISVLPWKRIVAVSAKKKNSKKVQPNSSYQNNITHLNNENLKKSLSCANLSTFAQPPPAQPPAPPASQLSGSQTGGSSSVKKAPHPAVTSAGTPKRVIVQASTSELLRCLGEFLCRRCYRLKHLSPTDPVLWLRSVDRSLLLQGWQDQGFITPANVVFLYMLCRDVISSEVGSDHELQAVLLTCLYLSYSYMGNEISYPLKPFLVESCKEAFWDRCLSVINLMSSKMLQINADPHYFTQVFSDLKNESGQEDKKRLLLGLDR
# AddAB inh: less growth of phage-infected E. coli with AddAB | E. coli expressing H. pylori AddAB, absorbance growth | actives 0.29% (n = 330,000) | inhibition, % at 11.9 µM | AID 435030; in the data active means inhibition above about 12%;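 further: 0% = vehicle wells of infected cells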
# Tat export inh: blocks Tat-dependent protein export in E. coli. E. coli MC4100 TorA-mCherry Tat export, fluorescence. inhibition, % at 10 µM. actives 0.036% (n = 340,000). AID 488895;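 active means mean replicate inhibition at least 50% and at least half of replicates individually reaching 50%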;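 further: exported cargo escapes ClpAP degradation while cytoplasmic cargo is degraded and loses fluorescence; 0% = median of neutral control wells and 100% = median of NaSCN control wells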
# * marks the source's active call; other numbers are inactive results; . = not tested or not shown; & = joins results of further samples. Not a hit list; 2.3% or so of the library scored in one or more.
SMILES,PKA-R1A act,DAGLB inh,HTR5A ag,phage Ecoli inh,Ecoli viability,Mot1-301 SUMO,HTR5A inv ctr,PKA-R2B activ,CDK5 inh,AddAB inh,Tat export inh
Cc1ccc(/C=N/NC(=O)c2ccc(N(C)S(=O)(=O)c3ccccc3)cc2)cc1,-1,-3,10,3.1,1.5,-3,-13,-15,0.7,4.2,-19
O=C(CC12CC3CC(CC(C3)C1)C2)NCc1ccccc1,10,-4,0,4.5,-2.4,0,0,-3,-0.1,-0.9,-2
COc1cc(-c2nc(Cc3ccccc3Cl)no2)cc(OC)c1OC,-8,-16,0,2.9,-2.2,51,-12,-9,-0.8,3.2,8
COC(=O)c1cc(S(=O)(=O)NCC2CCN(Cc3ccc(C)cc3)CC2)c[nH]1,-4,0,1,-0.5,0.0,-10,-4,-1,-3.1,1.9,8
S=c1[nH]ccn1-c1ccccc1Cl,0,-2,1,-1.1,1.1,16,21,-1,0.9,1.6,-4
CCN1CC(CN(C)Cc2cn(-c3ccc(C)cc3)nc2-c2ccc(F)cc2)CC1=O (stereo unspecified),-10,-2,1,-1.1,1.4,-9,-4,-6,-2.3,-0.2,-5
Cc1ccc(S(=O)(=O)N2CCCOC2CNC(=O)C(=O)NCc2ccncc2)cc1 (stereo unspecified),-3,1,-2,-0.4,-1.3,78,6,-5,0.4,3.4,-2
CN(c1ccccc1)S(=O)(=O)c1cccc(NC(=O)CN2CCCc3ccccc32)c1,-5,0,3,0.8,-3.5,2,-8,-4,-0.9,-0.4,0
COCCSc1ccccc1C(=O)Nc1nnc(COC)s1,4,-1,-1,2.2,2.0,205,9,8,-0.8,0.9,-3
COc1cc(CNc2ccc3[nH]c(=O)[nH]c3c2)ccc1OCc1ccc(F)cc1Cl,1,3,2,1.2,.,-2,-8,3,-0.7,.,4
Cc1sc(NC(=O)c2ccco2)c(C(=O)c2ccc(Cl)cc2)c1C,-8,-14,4,3.3,-1.2,-18,18,12,1.7,0.0,-1
Fc1ccccc1OCCCN1CCOCC1,5,-1,2,-1.6,-1.6,-5,-14,-6,-1.8,0.9,6
C=CCn1c(SCC(=O)NC(=O)NCCC)nnc1C1CCCCC1,-7,3,9,4.2,0.9,202,-27,1,-5.8,3.0,2
CCOC(=O)c1c(NC(=O)C2C3C=CC(C3)C2C(=O)O)sc2c1CC(C)(C)OC2 (stereo unspecified),2,2,0,3.1,-1.5,-3,-15,-7,-1.0,1.5,1
Cc1ncoc1C(=O)NC1CCCc2c1cnn2-c1ccc(C(C)(C)C)cc1 (stereo unspecified),-4,1,-5,1.7,.,.,-16,-10,-1.2,.,5
COCCN(C(=O)c1cccc(N2C(=O)CCC2=O)c1)c1nc(-c2ccc([N+](=O)[O-])cc2)cs1,-5,0,-4,0.7,-1.3,0,13,-9,-1.4,-0.4,-1
CCN(C(=O)COC(=O)Cc1ccc(F)cc1)c1c(N)n(Cc2ccccc2)c(=O)[nH]c1=O,-7,-1,-7,1.4,-0.2,-9,17,10,0.8,1.0,1
Cc1ccc(-c2nc(C(=O)NCCCN(C)C)cc3c2[nH]c2ccccc23)cc1,-9,1,-5,1.5,-2.0,-5,18,-3,0.3,-2.5,1
O=C(C1CCN(S(=O)(=O)c2ccc(Cl)cc2)CC1)N1CCCCCCC1,-11,-1,-1,2.9,-1.4,66,11,-2,-0.2,3.5,-4
c1ccc(CCCNc2ncccn2)cc1,3,-1,-3,4.2,-1.0,1,7,3,1.0,5.0,1
O=C(NCC1(N2CCOCC2)CCCCC1)c1cccc(S(=O)(=O)N2CCc3ccccc3C2)c1,-1,-3,0,0.3,1.7,35,-1,3,-5.8,1.5,-5
COc1ccc(-n2c(CCC(=O)O)ccc2-c2ccc(F)cc2)c(OC)c1,-5,1,0,2.7,-2.9,-8,1,0,-3.9,-0.6,-5
O=P1(NC2CCCC2)OCC2(CO1)COP(=O)(NC1CCCC1)OC2 (stereo unspecified),1,1,-5,0.8,.,.,21,0,0.1,.,3
Cc1ccc(N(Cc2ccccc2)C(=O)c2ccc(S(=O)(=O)N3CCOCC3)cc2)cc1,-4,-2,3,0.5,0.5,-16,-8,1,2.8,-1.2,13

# Three compounds out of the list above, sorted by their value in Mot1-301 SUMO, ascending:
smiles	PKA-R1A act	DAGLB inh	phage Ecoli inh	Mot1-301 SUMO	PKA-R2B activ	CDK5 inh	AddAB inh	Tat export inh
COc1ccc(-n2c(CCC(=O)O)ccc2-c2ccc(F)cc2)c(OC)c1	-5	1	2.7	-8	0	-3.9	-0.6	-5
CN(c1ccccc1)S(=O)(=O)c1cccc(NC(=O)CN2CCCc3ccccc32)c1	-5	0	0.8	2	-4	-0.9	-0.4	0
COCCSc1ccccc1C(=O)Nc1nnc(COC)s1	4	-1	2.2	205	8	-0.8	0.9	-3

# Additional results.
SMILES,PKA-R1A act,DAGLB inh,HTR5A ag,phage Ecoli inh,Ecoli viability,Mot1-301 SUMO,HTR5A inv ctr,PKA-R2B activ,CDK5 inh,AddAB inh,Tat export inh
CC(C)(C)OC(=O)[C@H](Cc1ccccc1)NC(=O)c1[nH]cnc1C(=O)Nc1ccc(Cl)cc1,4,-10,-1,-0.8,-2.1,4,-10,-3,0.0,-1.8,3
O=C(Nc1ccc(F)cc1)C1CC(=O)n2c(nc3ccccc32)N1 (stereo unspecified),-12,1,1,0.1,-1.2,-5,22,-1,0.0,1.7,-1
C=CC(=O)NC(NC(=O)C=C)c1ccc(Br)cc1,-10,-2,9,2.2,1.7,-10,-23,-6,1.4,2.0,7
COc1ccc(CSc2nnc3[nH]c(=O)cc(N)n23)cc1,7,1,7,2.8,1.1,5,-20,4,-0.5,1.3,2
COc1cccc(C2CC(c3cccs3)=NN2C(=O)c2ccco2)c1O (stereo unspecified),-2,-2,7,0.9,3.0,-5,-19,-2,0.6,4.2,4
O=C(N(Cc1ccccc1)c1ccccn1)C12CC3CC(CC(C3)C1)C2,3,-8,3,2.3,-2.9,12,-11,1,-0.1,-0.3,6
Cc1nc(S(=O)(=O)c2ccc(Br)cc2)nc2c1CCC2,0,1,4,3.3,2.9,.,-11,-3,1.1,-0.5,12
O=C(COC(=O)/C=C/c1nc2ccccc2s1)Nc1cccc(Cl)c1Cl,5,1,2,2.7,2.2,7,-16,-2,-1.3,0.5,7
Cc1cccc(N2CCN(C(=O)Cc3ccccc3[N+](=O)[O-])CC2)c1C,0,-3,4,-0.3,-0.8,-1,-16,-5,0.5,0.1,5
COC(=O)c1ccc(OC(=O)c2ccc(OC)c(OC)c2)c(OC)c1,-6,-4,4,0.5,1.5,299,-10,-2,0.1,3.1,2
CNC(=O)c1ccsc1NC(=O)CCS(=O)(=O)c1ccccc1,6,4,0,4.3,1.0,-11,1,2,2.0,2.7,-3
O=C(Nc1ccccc1N1CCOCC1)c1cc(-c2ccncc2)nc2ccccc12,1,3,3,1.0,0.0,-18,-7,3,0.3,-0.4,-3
CCOC(=O)c1sc(NC(=O)CSc2nccc(C)n2)nc1C,-5,-2,-1,3.1,0.8,224,22,-2,1.3,2.6,7
COC(=O)[C@@H]1C[C@@]2(O)[C@H](O)[C@H](O)[C@H](O)C[C@H]2N1Cc1ccc(-c2ccccc2)cc1,-5,-1,-3,2.8,0.2,0,7,-4,0.6,0.0,-5
c1ccc2oc(CCc3nc4ccccc4o3)nc2c1,-12,-3,-5,2.7,-2.4,4,-21,4,0.1,0.0,-6
O=C(Nc1ccc2c(c1)OCO2)C1CCN(C(=O)CSc2ncnc3ccccc23)CC1,9,0,-1,4.0,-0.8,10,-17,-6,0.7,5.4,-4
Cc1c(OCC(F)(F)F)ccnc1CS(=O)c1nc2ccccc2[nH]1 (stereo unspecified),-9,0,1,0.7,1.0,83&-1,1,2,0.1,1.8,-7&-3
Cc1ccc(NC(=O)C(CC(C)C)NC(N)=O)cc1Cl (stereo unspecified),-8,2,-2,3.3,-2.3,-4,4,-11,-0.9,0.3,-6
CC(=O)c1c(C)[nH]c(C(=O)Nc2cc(C)ccc2C)c1C,3,1,-2,0.5,-0.7,6,6,4,-0.7,3.5,-1
CC1CCCN(C(=O)c2ccc3c(c2)OCCO3)C1 (stereo unspecified),-7,-2,2,2.9,0.5,-16,-7,9,-0.3,2.7,-3
Cc1ccccc1-c1cc2c(nn1)-c1ccccc1C2=O,-1,-4,1,-0.3,-0.9,-31,-10,-9,2.8,0.8,-1
O=C1CCC(=O)N1c1ccc(-c2nc3sc4c(c3c(=O)o2)CCC4)cc1,6,0,4,1.8,-1.7,-3,10,9,1.3,1.0,4
Cc1cccc(N2CC(C(=O)NCC3COc4ccccc4O3)CC2=O)c1C (stereo unspecified),6,-1,1,-0.9,-1.9,1,-2,5,-0.6,0.3,-5
Cc1sc2nc(COC(=O)c3ccc(Cl)c(N)c3)[nH]c(=O)c2c1C,-1,3,3,-1.1,0.2,-29,-8,2,-1.1,0.6,-4
Cc1cccc(NC(=S)N2CCC(c3nc4ccccc4o3)CC2)c1C,-2,-5,-3,3.1,-1.7,4,-7,-5,2.4,0.4,-1
COC(=O)Cn1cnc2c(C#N)c3n(c2c1=O)CCCCC3,-16,0,-3,1.4,1.3,681,12,-1,-0.2,1.6,6
CC(=O)NCCOC(=O)Nc1ccncc1,-7,-2,0,2.6,2.9,-4,-10,-4,-0.9,3.0,-3
O=C(OC1CCCCC1=O)c1cccc(S(=O)(=O)N2CCOCC2)c1 (stereo unspecified),-5,2,-1,1.4,0.4,20,-12,-4,0.0,4.0,-2
Cc1ccc(C)c(S(=O)(=O)N/N=C2/CCCc3ccccc32)c1,-10,-3,0,2.8,-0.8,-14,-20,-14,-0.5,1.9,-2
C=CCn1c(COc2ccccc2OC)nc2ccccc21,1,-3,0,2.8,0.1,-2,1,-8,-0.8,4.1,-16
CC1CCN(c2c(NCc3ccc(C(=O)NCc4ccccc4)cc3)c(=O)c2=O)CC1,-1,2,6,0.3,2.6,60,-9,5,-1.4,3.7,-1
CCn1c(COc2ccccc2)nnc1SCC(=O)NC1CCCCC1,-2,-2,-1,2.6,-0.8,13,-11,0,-0.3,2.2,1
COC(=O)c1ccccc1S(=O)(=O)N1CCC(C(=O)Nc2ccc(N3CCOCC3)cc2)CC1,-16,-2,3,2.5,-1.9,-13,-5,-11,4.2,-1.2,-1
N#Cc1ccc(CN2CCN(C(=O)c3ccc(S(=O)(=O)N4CCCCCC4)cc3)CC2)cc1,10,2,-9,-1.9,-0.7,15,23,5,-6.1,-0.4,-1
C=C1CCN([C@@H](C)C(=O)NCc2ccc(OC)cc2)S(=O)(=O)c2ccccc21,6,1,2,-0.6,0.3,-1,6,-2,-0.1,1.8,-6
Fc1cccc(-n2cc(-c3ccccc3)c3c(=S)nc[nH]c32)c1,1,-2,-2,0.8,1.4,3,7,-1,1.4,2.7,4
CCOC(=O)CN(C(=O)CNC(=O)c1cccs1)C(C(=O)NC1CCCC1)c1cccnc1 (stereo unspecified),0,-2,2,1.7,0.5,-3,-35,-6,-0.8,0.6,5
